HIV Rev-RRE inh – inhibitors of HIV-1 Rev-RRE RNA interaction; AID 704; inhibition, % at 8 µM; Rev peptide-RRE RNA binding, FRET; P05866; hit rate 0.79% among 97,000;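 active = inhibition above the screen-wide mean plus 3 SD, cut at about 35% in these data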;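 note: 0% = median DMSO wells and 100% = median Neomycin B control wells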
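Test system: Cy5-tagged RRE RNA duplex with fluorescein-tagged Rev peptide | Read-out: % inhibition of FRET ratio versus controls | Probe or stimulus: Labelled Rev peptide | Incubation: 5 min RNA-compound premix plus 15 min binding step, 25 °C | Technique: FRET fluorescence readout | Benchmarks: DMSO low control, neomycin B high control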
PTPN22 act – increases human PTPN22 phosphatase activity | activation, % at 2 µM | hit rate 0.11% among 96,000 | Q9Y2R2 | recombinant LYP, DiFMUP fluorescence; 0 = plate median, 100 = signal doubled | AID 697;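 active = activation at 2 µM above a set limit, the mean plus 5 SD, cut at about 37% in these data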
PLK1 inh – inhibitors of human PLK1 kinase; recombinant PLK1 kinase, TR-FRET peptide phosphorylation; inhibition, % at 10 µM; hit rate 0.53% among 97,000;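 active = inhibition of 50% or more in the single-concentration screen; inactive = inhibition below 50%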;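 note: 0% = DMSO max control and 100% = H-89 dihydrochloride min control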
Target sequence (P53350 whole entry, looked up): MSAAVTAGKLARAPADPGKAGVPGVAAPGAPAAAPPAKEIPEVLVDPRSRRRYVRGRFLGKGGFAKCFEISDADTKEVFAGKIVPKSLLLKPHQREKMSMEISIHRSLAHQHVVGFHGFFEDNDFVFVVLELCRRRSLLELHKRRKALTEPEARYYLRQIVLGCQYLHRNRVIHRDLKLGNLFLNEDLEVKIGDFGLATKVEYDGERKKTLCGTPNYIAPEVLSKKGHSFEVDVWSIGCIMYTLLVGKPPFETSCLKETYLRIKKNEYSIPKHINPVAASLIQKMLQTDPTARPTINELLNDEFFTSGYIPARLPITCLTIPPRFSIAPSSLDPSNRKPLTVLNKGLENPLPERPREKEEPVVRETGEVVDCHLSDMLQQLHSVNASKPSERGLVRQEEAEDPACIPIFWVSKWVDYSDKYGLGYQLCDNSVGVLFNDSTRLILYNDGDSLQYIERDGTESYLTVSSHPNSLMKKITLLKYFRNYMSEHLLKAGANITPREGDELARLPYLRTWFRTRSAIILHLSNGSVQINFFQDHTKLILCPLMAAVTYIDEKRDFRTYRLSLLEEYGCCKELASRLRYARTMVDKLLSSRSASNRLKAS
LYP inh 2 – blocks human PTPN22 phosphatase activity | recombinant LYP catalytic domain, DiFMUP fluorescence | inhibition, % at 2 µM | hit rate 0.21% among 96,000;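 active = inhibition at 2 µM at or above a set limit, the screen mean plus 3 SD, cut at about 24% in these data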;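 note: 0% = DMSO with enzyme and 100% = enzyme fully blocked by orthovanadate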
CYP2C9 inhib – blocks human cytochrome P450 2C9 | CYP2C9 Supersomes, luciferin-H conversion, luminescence | inhibition, % at 5 µM | hit rate 20% among 96,000 | P11712;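 active = blocking of liver enzyme CYP2C9 beyond about 50% at 5 µM, limit read from the data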; note: values of inactives mirror those of a sister screen read the other way
Target sequence (P11712 whole entry, looked up): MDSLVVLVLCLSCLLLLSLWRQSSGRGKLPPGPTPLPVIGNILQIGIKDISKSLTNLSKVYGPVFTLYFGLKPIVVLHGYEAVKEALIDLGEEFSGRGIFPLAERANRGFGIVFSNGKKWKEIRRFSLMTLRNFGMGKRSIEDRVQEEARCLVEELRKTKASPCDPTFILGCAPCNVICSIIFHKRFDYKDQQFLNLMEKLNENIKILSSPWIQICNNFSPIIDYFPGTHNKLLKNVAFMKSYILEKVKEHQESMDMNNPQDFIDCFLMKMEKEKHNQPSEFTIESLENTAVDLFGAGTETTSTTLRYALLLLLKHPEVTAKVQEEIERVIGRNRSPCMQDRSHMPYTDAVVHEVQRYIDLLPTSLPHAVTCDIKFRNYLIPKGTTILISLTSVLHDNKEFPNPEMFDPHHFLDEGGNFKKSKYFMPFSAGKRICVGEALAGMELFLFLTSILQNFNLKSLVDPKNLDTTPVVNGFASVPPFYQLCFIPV
CYP2C9 act – activators of human CYP2C9; P11712; recombinant CYP2C9, luciferin-H conversion, luminescence; stronger effect = higher value; factor 1 = untreated enzyme, 0 = blocked; activation factor at 5 µM; hit rate 1.4% among 96,000; AID 1024;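 active = activation factor of 2 or more for CYP2C9 at a 5 µM dose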;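 note: 0 = sulfaphenazole-blocked wells and 1 = vehicle-only wells; values of inactives mirror those of a sister screen read the other way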
PLK1 PBD inh – blocks phosphopeptide binding to human Plk1 polo box domain | P53350 | Plk1 PBD phosphopeptide binding, fluorescence polarization | inhibition, %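 (tested at about 20 µM)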 | hit rate 0.13% among 97,000 | AID 693; in the data active = inhibition above about 34%, passing the limit was not always enough
EphB4 antag – EphB4-ephrin-B2 interaction antagonism; P54760; EphB4 LBD / TNYL-RAW-Alexa532 peptide, fluorescence polarization; inhibition, % at 7 µM; hit rate 0.15% among 97,000; AID 720;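 active = inhibition above the screen-wide mean inhibition plus 3 SD, cut at about 15% in these data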;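 note: 0% = DMSO wells and 100% = excess unlabeled TNYL-RAW peptide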
Calb biofilm kill – kills Candida albicans biofilms. C. albicans biofilm + clotrimazole, Alamar Blue. inhibition, % at 6 µM. hit rate 0.14% among 85,000. AID 834;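 active = inhibition above 20%; inactive = inhibition below 20%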;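 note: preformed 24 hr biofilms exposed to compound for 48 hr; 0% = biofilm without compound and 100% = blank killed by clotrimazole plus chlorhexidine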
* = called active by the depositor; x = not tested or not shown.

SMILES | HIV Rev-RRE inh | PTPN22 act | PLK1 inh | LYP inh 2 | CYP2C9 inhib | CYP2C9 act | PLK1 PBD inh | EphB4 antag | Calb biofilm kill
CCOC(=O)N1CCC(NC(=O)CS(=O)(=O)Cc2nc(-c3ccc(C)cc3)oc2C)CC1 | 2 | -2 | -7 | -2 | 18 | 0.8 | -28 | 0 | 0
COc1ccc(CNC(=O)CCCOc2cc(=O)n(C)c3ccccc23)cc1 | 3 | -15 | 3 | 14 | 78* | 0.2 | -8 | 2 | 5
Cc1ccc(NC(=O)N2CCC(O)(c3cccnc3)CC2)cc1 | 3 | -9 | -4 | 8 | 7 | 0.9 | 2 | 4 | 2
COC(=O)c1cc2oc(C)cc2n1CC(=O)Nc1ccc(C)c(C)c1 | 8 | -2 | -8 | -1 | 40 | 0.6 | 15 | 0 | 10
NC(=O)CSc1nnc(-c2ccco2)n1N | 7 | -8 | -3 | 8 | 9 | 0.9 | -3 | 2 | -3
O=C(Nc1ccccc1[N+](=O)[O-])c1nc[nH]c1C(=O)NCCO | 0 | 9 | 9 | -3 | 31 | 0.7 | 13 | -11 | x
O=S(=O)(c1cccs1)N1CN(Cc2cccs2)c2nc3ccccc3nc21 | 5 | -5 | -10 | 4 | 79* | 0.2 | -9 | -1 | x
Cn1c(=O)c2c(-c3ccncc3)c3c(nc2n(C)c1=O)-c1ccccc1C3=O | 7 | -9 | 2 | 7 | x | x | -20 | 0 | 11
COc1ccc(C(=O)NN2C(=O)C3C4C=CC(O4)C3C2=O)cc1 (stereo not drawn) | 3 | 0 | -11 | 4 | 9 | 0.9 | 12 | 3 | x
CS(=O)(=O)N(CC(=O)N1CCN(c2ccccc2)CC1)c1ccccc1Cl | 0 | 28 | 12 | -27 | x | x | 3 | -6 | 8
CCOC(=O)c1nnn(-c2ccccc2)c1C | 2 | -10 | 0 | 8 | x | x | -20 | -7 | 9
CC1=CC(C)(C)Nc2ccc(OC(=O)CN3C(=O)C4CCCCC4C3=O)cc21 (stereo not drawn) | -4 | 2 | 9 | -3 | 11 | 0.9 | -16 | -8 | 3
O=C(CCn1c(=O)oc2ccccc21)Nc1ccon1 | 10 | -18 | -15 | 20 | x | x | -4 | 2 | 1
O=C(Cc1cccs1)Nc1ccon1 | 11 | 6 | -1 | -2 | -4 | 1 | -1 | 2 | 9
CCOc1ccc(CNC(=O)c2cc3oc4ccccc4c3n2C)cc1 | 11 | 1 | -4 | 0 | 52* | 0.5 | -16 | 2 | 4
COc1cc(-c2nn3c(-c4cccc(C)c4)nnc3s2)cc(OC)c1OC | 6 | -1 | -9 | 0 | 74* | 0.3 | 17 | 6 | 4
Cc1ccc(Nc2nc3nonc3[nH]c2=O)cc1 | 6 | -4 | -3 | 3 | 29 | 0.7 | 9 | 3 | -4
CCOC(=O)c1c(NC(=O)CC)sc(C(C)=O)c1C | 1 | 0 | -4 | -2 | 77* | 0.2 | 10 | -7 | 5
CCCCN(C(=O)c1ccc(Cl)cc1)C1CC2CCC(C1)N2C (stereo not drawn) | 3 | 1 | -14 | -4 | -3 | 1 | -4 | 6 | -1
COc1ccc(CNC(=O)C2CCN(C(=O)[C@@H](CC(C)C)NC(=O)OC(C)(C)C)CC2)cc1 | -3 | 4 | -17 | -6 | -2 | 1 | -10 | -4 | -8
CCN(c1cccc(C)c1)c1nc2ccsc2c(=O)s1 | 17 | 0 | 4 | 1 | 87* | 0.1 | 36 | -2 | 4
C/C(=C(\C#N)C(=O)NC1CCCCC1)N(C)C | 11 | -6 | -6 | 4 | 0 | 1 | 19 | -4 | x
Clc1ccc(CN=C2Nc3ccccc3CS2)cc1 | 7 | -1 | -4 | 3 | 33 | 0.7 | -24 | 2 | x
O=C(CSc1nnc(-c2cccs2)n1-c1ccccc1)N1CCCC1 | 2 | 2 | 9 | -4 | 18 | 0.8 | 13 | -5 | 3
Cn1nnc2c(NCc3ccco3)nccc21 | 3 | 0 | 9 | -3 | 0 | 1 | 1 | -10 | 5

The final 3 compounds of the section above are carried over, then new ones follow.
SMILES | HIV Rev-RRE inh | PTPN22 act | PLK1 inh | LYP inh 2 | CYP2C9 inhib | CYP2C9 act | PLK1 PBD inh | EphB4 antag | Calb biofilm kill
Clc1ccc(CN=C2Nc3ccccc3CS2)cc1 | 7 | -1 | -4 | 3 | 33 | 0.7 | -24 | 2 | x
O=C(CSc1nnc(-c2cccs2)n1-c1ccccc1)N1CCCC1 | 2 | 2 | 9 | -4 | 18 | 0.8 | 13 | -5 | 3
Cn1nnc2c(NCc3ccco3)nccc21 | 3 | 0 | 9 | -3 | 0 | 1 | 1 | -10 | 5
Cc1cc(-n2nnc3ccccc32)nc2ccccc12 | 0 | -8 | -7 | 8 | -59 | 1.6 | -6 | 2 | 3
Cc1ccc(-c2csc(-c3c[nH]c4ccccc34)n2)cc1 | 9 | 3 | -7 | -1 | 10 | 0.9 | 0 | 5 | x
N#CC12CCCCC1CC1CCCCC1(C#N)N2Cc1ccccn1 (stereo not drawn) | 3 | -2 | -5 | 1 | -17 | 1.2 | -19 | -9 | 6
Cc1sc2c(c1C)c(=O)nc1scc(C)n12 | 7 | 2 | -18 | -2 | x | x | -4 | -5 | -2
Cn1cnnc1SCc1ccc(-c2ccc(Br)cc2)o1 | 8 | 4 | -7 | -4 | 56* | 0.4 | -20 | -7 | 5
CC(C)(C)c1cccc(/C=N/O)c1O | 5 | 4 | -9 | -8 | 2 | 1 | -6 | -3 | 4
COc1ccc(OC)c(NS(=O)(=O)Cc2ccccc2)c1 | 6 | -1 | -7 | -2 | -36 | 1.4 | 4 | -5 | x
CCOCCOC(=O)C1=C(C)N(C)C(=O)NC1c1cc(Cl)c(O)c(OC)c1 (stereo not drawn) | 1 | 3 | -4 | -4 | 40 | 0.6 | 19 | -11 | -2
CCN1C(=O)C(C(=O)Nc2ccc(OC)cc2)C2CC1(C)Oc1ccccc12 (stereo not drawn) | 8 | -2 | -5 | 1 | 54* | 0.5 | 2 | 1 | 10
CC(C)(C)n1nc2c(c1NC(=O)COc1ccc3ccccc3c1)CS(=O)C2 (stereo not drawn) | 3 | -6 | -12 | 6 | 10 | 0.9 | -19 | 2 | 6
CCOc1cc(C(=O)Nc2c(C)ccc3nsnc23)cc(OCC)c1OCC | -6 | 11 | -6 | -15 | x | x | 17 | -9 | 1
CC(=O)NCCn1c(SCC(=O)c2ccc(Cl)cc2)nc2ccccc2c1=O | 4 | 5 | -3 | -3 | 16 | 0.8 | -31 | -1 | 6
O=C(Cc1ccccc1)Nc1ccc(N2CCN(Cc3ccccc3F)CC2)cc1 | 1 | 4 | -47 | -2 | 26 | 0.7 | 12 | -3 | -1
COc1ccc(S(=O)(=O)N(C)Cc2cccs2)cc1Br | 9 | 3 | -7 | 0 | -36 | 1.4 | 5 | -1 | 6
COc1ccc(-c2nc(N)n(C(=O)Cc3ccccc3)n2)cc1 | 2 | -4 | 12 | 4 | 11 | 0.9 | -6 | -3 | 0
COc1ccc(C(c2nnnn2Cc2ccc(F)cc2)N2CCN(c3ccccc3)CC2)cc1 (stereo not drawn) | 6 | -3 | -13 | 1 | 27 | 0.7 | -8 | 7 | 7
COC(=O)c1ccc(NC(=S)N2CCN(Cc3ccc(Cl)cc3)CC2)cc1 | 2 | 0 | -9 | 5 | 29 | 0.7 | -20 | 1 | x
CN(C)c1ccc(C(=O)NCC2CCCO2)cc1 (stereo not drawn) | 7 | -1 | -7 | -2 | x | x | 17 | 5 | 9
CCOc1ccc(Nc2oc(-c3ccccc3Cl)nc2C#N)cc1 | 4 | 7 | -12 | -4 | 76* | 0.2 | 7 | 1 | 0
Cc1ccc(-c2nnc(CSc3nnc(C)s3)o2)cc1 | 3 | -3 | -3 | 3 | 4 | 1 | 10 | -3 | -1
Cc1cccc(CSc2cccc3cccnc23)c1 | 8 | 0 | -9 | 3 | -39 | 1.4 | -14 | -5 | x
CCN1CCN(c2nc3ccccc3nc2C(C#N)S(=O)(=O)c2ccc(C)c(C)c2)CC1 (stereo not drawn) | 14 | -3 | -8 | 4 | 1 | 1 | 20 | 3 | 2
CCCCC(=O)Nc1ccc(C(=O)N2CCN(c3ccccc3OC)CC2)cc1 | 4 | 6 | -6 | -11 | 77* | 0.2 | 3 | -8 | 10
CNC(=O)Nc1nnc(C(C)(C)C)s1 | 8 | -1 | -9 | 2 | -5 | 1 | -16 | 4 | 2
COc1cccc(C(=O)Nc2cccc(NC(C)=O)c2)c1 | 4 | 6 | 5 | -9 | -9 | 1.1 | 28 | -5 | 8

Single values from the results shown:
Value for `Cc1cccc(CSc2cccc3cccnc23)c1` under PTPN22 act: 0
Value for `CC(C)(C)c1cccc(/C=N/O)c1O` under EphB4 antag: -3
Value for `CCOc1cc(C(=O)Nc2c(C)ccc3nsnc23)cc(OCC)c1OCC` under EphB4 antag: -9
Value for `COC(=O)c1ccc(NC(=S)N2CCN(Cc3ccc(Cl)cc3)CC2)cc1` under PTPN22 act: 0

Additional compounds
SMILES | HIV Rev-RRE inh | PTPN22 act | PLK1 inh | LYP inh 2 | CYP2C9 inhib | CYP2C9 act | PLK1 PBD inh | EphB4 antag | Calb biofilm kill
Cc1nnc(C)c2c(C)n(C(c3ccccc3)c3ccccc3)c(C)c12 | 12 | 0 | -6 | -1 | 56* | 0.4 | -10 | 5 | -5
Nn1c(SCC(=O)Nc2ccc3c(c2)OCCO3)nnc1C(F)(F)F | 4 | -1 | 3 | -2 | 16 | 0.8 | 33 | -2 | 6
CCOC(=O)c1cc(-c2nnc(-c3ccc(Cl)cc3)o2)c(C)nc1C | 9 | 0 | -15 | -1 | 9 | 0.9 | -9 | 1 | 3
OCc1nc(CO)n(Cc2ccccc2)n1 | 9 | 5 | -15 | -8 | x | x | 11 | 8 | -4
COc1cc(C(=O)Nc2nc(N)n(-c3ccccc3)n2)cc(OC)c1OC | -10 | 9 | -10 | -13 | -4 | 1 | -19 | 1 | 6
COc1ccc(OC)c(N(CC(=O)N2CCN(c3cc(Cl)ccc3C)CC2)S(C)(=O)=O)c1 | -6 | -1 | -4 | -5 | -20 | 1.2 | 14 | -2 | 2
Oc1ccccc1C1=Nc2ccccc2N=C(c2cccs2)C1 | 6 | -2 | -18 | 6 | 38 | 0.6 | -27 | 4 | x

Another view of part of the listing above:
Each structure is followed by: HIV Rev-RRE inh	PTPN22 act	PLK1 inh	LYP inh 2	CYP2C9 inhib	CYP2C9 act	PLK1 PBD inh	EphB4 antag	Calb biofilm kill
- Nn1c(SCC(=O)Nc2ccc3c(c2)OCCO3)nnc1C(F)(F)F
 : 4	-1	3	-2	16	0.8	33	-2	6
- CCOC(=O)c1cc(-c2nnc(-c3ccc(Cl)cc3)o2)c(C)nc1C
 : 9	0	-15	-1	9	0.9	-9	1	3
- OCc1nc(CO)n(Cc2ccccc2)n1
 : 9	5	-15	-8	x	x	11	8	-4
- COc1cc(C(=O)Nc2nc(N)n(-c3ccccc3)n2)cc(OC)c1OC
 : -10	9	-10	-13	-4	1	-19	1	6
- COc1ccc(OC)c(N(CC(=O)N2CCN(c3cc(Cl)ccc3C)CC2)S(C)(=O)=O)c1
 : -6	-1	-4	-5	-20	1.2	14	-2	2
- Oc1ccccc1C1=Nc2ccccc2N=C(c2cccs2)C1
 : 6	-2	-18	6	38	0.6	-27	4	x
